# PMI inhibitors = MPI enzyme activity inhibition – biochemical, fluorescence intensity, coupled assay, primary screen (AID 1209). inhibition, % at 20 µM; hits with a dose series show IC50 in µM. purified PMI enzyme, coupled fluorescence intensity; higher % means a stronger effect. 0.42% of 190,000 active;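 also: plate controls were DMSO vehicle for no effect and wells lacking substrate for full effect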
# TNAP activators = human TNAP enzyme activators, primary screen, biochemical, luminescent, no phosphate acceptor, uHTS (AID 1001); purified TNAP, luminescent activation assay, no phosphate acceptor; higher activation fold means a stronger effect; one-dose activation fold at 20 µM; EC50 in µM for titrated hits; 0.03% of 200,000 active; in the data active = activation fold from about 3, or a potency from the dose series; inactive = the rest, 99 in 100 with activation fold below about 1.6; also: many of its hits are not listed in these tables
# NOD1 inhibition = NOD1 signaling inhibitors, primary screen, cell-based, luminescence, uHTS (AID 1578); 1% of 290,000 active; one-dose inhibition, % at 4 µM; EC50 in µM for titrated hits; NOD1-driven NF-kB luciferase reporter cells, luminescence; higher % means a stronger effect; in the data active = inhibition mostly above about 36%, no sharp cut-off; inactive = mostly below about 34%;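 also: HEK-293T reporter cells stimulated with the NOD1 agonist gamma-tri-DAP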
# LYP phosphatase = inhibitors of LYP phosphatase, biochemical, fluorescence intensity, uHTS (AID 1779); recombinant LYP phosphatase, fluorescence intensity; higher % means a stronger effect; 0.054% of 290,000 active; inhibition, % at 11.5 µM, or IC50 in µM where a hit was titrated;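 also: plate controls were vehicle with enzyme for no effect and no enzyme for full effect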
# HEK293 NOD2/NF-kB = inhibition of NOD2-driven NF-kB reporter – cell-based, luminescence, uHTS, HEK293 (AID 1566). HEK293 NOD2/NF-kB luciferase reporter, luminescence; higher % means a stronger effect. one-dose inhibition, % at 4 µM; EC50 in µM for titrated hits. 0.63% of 290,000 active; also: many of its hits are not listed in these tables
# human PMI inhibitors = MPI inhibition at elevated mannose 6-phosphate – biochemical, fluorescence intensity, high mannose 6-phosphate, primary screen (AID 1220); 0.66% of 190,000 active; inhibition, % at 20 µM, or IC50 in µM where a hit was titrated; recombinant PMI enzyme, coupled fluorescence intensity; higher % means a stronger effect
# KOR beta-arrestin-1 = kappa opioid receptor activators – cell-based, luminescence, uHTS, primary screen (AID 1777) | one-dose activation, % at 10 µM; EC50 in µM for titrated hits | KOR beta-arrestin recruitment, luminescence; higher % means a stronger effect | 0.02% of 280,000 active; in the data active = activation above about 50%, passing the limit was not always enough; also: a part of the inactive calls stands beside numbers as strong as those of hits
# KOR beta-arrestin-2 = kappa opioid receptor blockers – cell-based, luminescence, uHTS (AID 1778); KOR beta-arrestin recruitment, luminescence, antagonist mode; higher % means a stronger effect; inhibition, % at 10 µM; hits with a dose series show IC50 in µM; 0.091% of 290,000 active; also: strong numbers were not always called active
# XIAP antagonists = XIAP antagonists, biochemical, IAP family, fluorescence polarization (AID 1018) | XIAP BIR domain, fluorescence polarization peptide displacement; higher % means a stronger effect | one-dose displacement, % at 20 µM; IC50 in µM for titrated hits | 0.007% of 200,000 active; in the data active = displacement above about 50%; also: a part of the inactive calls stands beside numbers as strong as those of hits
# Active calls of the source: *; . = not tested or not shown; [ ] = another dose, or the depositor's remark. Rule as the data show it, unless noted: active = inhibition above about 50%; inactive = the rest. These rows are one share of the data. The share of hits here may be higher or lower than overall.
compound | PMI inhibitors | human PMI inhibitors | KOR beta-arrestin-1 | TNAP activators | NOD1 inhibition | HEK293 NOD2/NF-kB | KOR beta-arrestin-2 | XIAP antagonists | LYP phosphatase
CCN(CC)CCN1C(=O)c2ccccc2NC1c1ccc(N(C)C)cc1 (stereo not given) | -2% | 6% | 2.8% | 1.1 | 20% | 10% | -20% | -3.5% | -6%
CCOC(=O)Cn1c(Br)nc2c1c(=O)[nH]c(=O)n2C | 2% | -6% | 0.2% | 1 | -2% | 6% | 28% | -6.7% | -8%
O=C(O)Cn1ncc2c1-c1ccoc1CC2 | 13% | 29% | 3.5% | 0.7 | 7% | 6% | -36% | -4.7% | -5%
CC(=O)N1c2ccccc2N2C(c3c(C)c(C)cc(C)c3C)=NON12 | 1% | 6% | 1.8% | 1.1 | -13% | -6% | -43%[20 µM] | -3.5% | -2%
COc1ccc2oc(C(=O)OCC(=O)NC(=O)NC(C)C)c(C)c2c1 | 7% | 4% | -3.8% | 1 | 2% | 5% | -4% | -4.5% | -3%
COc1ccc(Nc2nc(Nc3ccc(OC)cc3)nc(SC3=NCCS3)n2)cc1 | 5% | 7% | -12% | 0.9 | 5% | 24% | -28% | -8.4% | 6%
CN1C(=O)c2ccc(NC(=O)c3c(C(=O)O)cccc3[N+](=O)[O-])cc2C1=O | . | . | 2.4% | . | 4% | -8% | -6% | . | -6%
O=C(Nc1ccc(Cl)cc1)OCCn1nnnc1C(c1ccccc1)N1CCOCC1 (stereo not given) | 5% | 3% | -0.4% | 1.1 | -13% | 0% | 4% | -11% | -4%
COC(=O)C(=C/C=C/c1ccco1)C(=O)OC | . | . | -1.2% | . | 2% | 19% | 9% | . | -1%
NCCCC[C@H](NC(=O)C1CCNCC1)c1nnc(CN)o1 | -40% | -45% | 1.8% | 1.1 | -29% | 6% | -8% | -5.5% | -7%
Nc1nc(CN2CCN(c3ccccc3F)CC2)nc(Nc2ccccc2)n1 | -18% | -12% | -0.8% | 1.1 | 6% | 7% | -8% | -6.9% | -3%
Cc1cccc(OCC(=O)N2CCN(C(=O)COc3ccc(Cl)cc3)CC2)c1 | . | . | 1.9% | . | 23% | 10% | 20% | . | -2%
[N-]=[N+]=CC(=O)C(Cc1ccccc1)N1C(=O)c2ccccc2C1=O (stereo not given) | 11% | 7% | 7.5% | 1 | 18% | -2% | -17% | -2.3% | -4%
CCOc1cc(C(=O)Nc2nnc(S(=O)(=O)N3CCOCC3)s2)cc(OCC)c1OCC | . | . | 1.3% | . | -14% | 7% | -6% | . | 6%
CCCc1nc2nc(C)c(NS(=O)(=O)c3ccc(CC(C)C)cc3)c(=O)n2[nH]1 | . | . | 5.1% | . | 33% | -8% | -16% | . | -7%
C/C(=N\OCC(=O)Nc1ccc(OC(F)(F)F)cc1)c1ccc2c(c1)OCCO2 | 22% | 20% | 1.1% | 1.1 | 17% | 4% | 4% | -3.9% | -7%
O=C(/C=C/c1cccs1)N1CCN(c2ccccc2)CC1 | 11% | 2% | -2.4% | 1.1 | -25% | -8% | -3%[20 µM] | -2.8% | 3%
CCOc1cccc(-n2nnnc2-c2ccc(OC)cc2)c1 | 20% | 14% | -2.7% | 1 | -11% | -6% | 11% | -2.2% | 2%
COC(=O)c1ccc(N=NN2CCCCC2)cc1 | 7% | 0% | . | 1 | 4% | -61% | 19%[20 µM] | -5.0% | -1%
COC(=O)c1ccc(OCC(=O)c2ccccc2OC)cc1 | 2% | 2% | 3.4% | 1.1 | -17% | 14% | 16% | -5.6% | -4%
O=C(C(NS(=O)(=O)c1cccc2nsnc12)c1ccccc1)N1CCN(c2ccccn2)CC1 (stereo not given) | -5% | 8% | 1.1% | 0.9 | -5% | 20% | 7% | -2.0% | 0%
CCOC(=O)Cc1ccc(NC(=O)c2cccc([N+](=O)[O-])c2)cc1 | 4% | 4% | -0.2% | 1.1 | -20% | -25% | -23%[20 µM] | -10% | -1%
CCN(CC)CC#CCC(OC)(c1ccccc1)c1ccccc1 | -2% | -6% | -7.3% | 1.1 | -24% | -4% | -22%[20 µM] | -4.7% | -9%
O=C(COC(=O)/C=C/c1cn(-c2ccccc2)nc1-c1cccnc1)Nc1ccc(Cl)cc1Cl | 20% | 13% | -1.4% | 1.1 | -21% | 11% | -24% | -2.8% | -4%

# Arranged by value in PMI inhibitors (lowest first): some entries from above.
compound | PMI inhibitors | human PMI inhibitors | KOR beta-arrestin-1 | TNAP activators | NOD1 inhibition | HEK293 NOD2/NF-kB | KOR beta-arrestin-2 | XIAP antagonists | LYP phosphatase
COC(=O)c1ccc(OCC(=O)c2ccccc2OC)cc1 | 2% | 2% | 3.4% | 1.1 | -17% | 14% | 16% | -5.6% | -4%
[N-]=[N+]=CC(=O)C(Cc1ccccc1)N1C(=O)c2ccccc2C1=O (stereo not given) | 11% | 7% | 7.5% | 1 | 18% | -2% | -17% | -2.3% | -4%
CCOc1cccc(-n2nnnc2-c2ccc(OC)cc2)c1 | 20% | 14% | -2.7% | 1 | -11% | -6% | 11% | -2.2% | 2%

# Next entries follow.
compound | PMI inhibitors | human PMI inhibitors | KOR beta-arrestin-1 | TNAP activators | NOD1 inhibition | HEK293 NOD2/NF-kB | KOR beta-arrestin-2 | XIAP antagonists | LYP phosphatase
C=CCn1c(SCC(=O)NCc2ccc3c(c2)OCO3)nnc1-c1cccnc1 | -9% | 0% | 1.9% | 1.1 | -13% | 7% | 10% | 2.9% | -2%
CC1(C)CC(=O)c2cnc3nc4ccccc4n3c2C1 | . | . | . | 1.1 | -20% | 13% | -37%[20 µM] | -8.2% | -4%
COC(=O)c1ccc(NC(=S)NCc2ccco2)cc1 | 14% | 13% | -0.7% | 1.1 | -41% | -2% | -15% | -4.6% | -1%
Cn1c(SC/C=C/c2ccccc2)nnc1-c1cccs1 | -6% | -6% | 15% | 1.1 | -25% | -24% | 3% | 2.2% | 3%
Cc1ccccc1S(=O)(=O)Nc1ncc(C(F)(F)F)cc1Cl | -16% | -2% | 0.1% | 1.1 | -9% | 12% | -34% | -7.6% | 3%
CCOC(=O)/C=C1\CN(Cc2ccc(OC)cc2)S(=O)(=O)c2ccccc21 | . | . | -0.2% | . | 9% | 13% | -44%[20 µM] | . | -7%
O=C(CSc1nnc(CNc2ccccc2)o1)N1CCc2ccccc21 | 4% | 3% | 4.5% | 1.1 | 1% | 12% | -28% | -6.2% | -11%
CNC(=O)COc1coc(CN2CCN(c3cccc(Cl)c3)CC2)cc1=O | . | . | 1.2% | . | -50% | -4% | -47% | . | -8%
CCOc1ccc(N2CC(C(=O)OCC(=O)c3ccc(OC)cc3)CC2=O)cc1 (stereo not given) | . | . | -3.5% | . | -8% | 7% | -3% | . | 4%
CCOC(=O)C(C)Sc1ncnc2nc[nH]c12 (stereo not given) | -5% | -3% | -5.7% | 1.1 | -30% | 1% | -12% | -5.2% | 1%
C(=N/Nc1nc(-c2ccccc2)cc(-c2ccccc2)n1)/c1cccnc1 | 9% | 3% | 6.0% | 1 | 42% | -36% | -16% | -7.4% | 2%
Cc1ccc(NC(=O)COc2ccc(-c3nnco3)cc2)cc1S(=O)(=O)N1CCOCC1 | 17% | 17% | 3.1% | 1.1 | -14% | 12% | -21% | -1.1% | 0%
N=C1/C(=C\c2ccc(-c3cccc(Cl)c3)o2)C(=O)N=C2SC=C(c3ccccc3)N12 | 5% | 7% | 13% | 0.7 | 14% | 7% | 30% | -4.5% | -1%
Cc1ccc(-c2c(C#N)c(N)n(-c3ccc(C)cc3)c(=O)c2C#N)cc1 | 8% | 1% | . | 1.1 | 9% | 14% | 26% | -10% | -7%
O=c1[nH]c2c(s1)C(c1ccc(O)cc1)C1C3CCC(C3)C1S2 (stereo not given) | 22% | 19% | 0.0% | 1 | -1% | 17% | 14% | -7.4% | 1%
Cc1ccc(-c2cc(C(=O)NCc3ccco3)c3ccccc3n2)o1 | -4% | -37% | 2.8% | 1.1 | -6% | -25% | -13% | -2.0% | 2%
CC(C)=N/N=C1\NC(=O)C(C)S1 (stereo not given) | . | . | -2.9% | . | -4% | 4% | 29% | . | -8%
COc1cc(C(C)=O)ccc1OCC(=O)OCCCOC(=O)COc1ccc(C(C)=O)cc1OC | . | . | 3.6% | . | -19% | -3% | 5% | . | -4%
Cc1onc(-c2c(F)cccc2Cl)c1C(=O)N1CCN(S(C)(=O)=O)CC1 | -3% | -3% | -1.3% | 1.1 | 29% | 5% | -27% | -8.7% | 4%
CCOn1c(-n2nc(C)cc2C)nc2ccccc2c1=O | 0% | -5% | -0.8% | 1.1 | 1% | 14% | -7% | -1.3% | -5%
Cc1cccc(CSCCNC(=O)CN(c2cc(C)cc(C)c2)S(C)(=O)=O)c1 | . | . | -2.6% | . | -7% | -29% | -16% | . | 1%
COCCCNS(=O)(=O)c1ccc2[nH]c(=O)[nH]c2c1 | . | . | 0.5% | . | -16% | 7% | 6% | . | 2%
COc1cccc(NS(=O)(=O)c2ccc3[nH]cc(C(=O)NC4CC4)c(=O)c3c2)c1 | 10% | 7% | -2.2% | 1.1 | -9% | 8% | 18% | -8.8% | 3%
CCOc1cc(/C=C(\C#N)C(=O)Nc2ccc(S(N)(=O)=O)cc2)ccc1OCCN1CCOCC1 | . | . | -1.1% | . | -36% | -8% | 2% | . | -8%
CC1CCN(C(=O)CN2C(=O)C(C)(C)Oc3ccc(C(=O)NC(C)C)cc32)CC1 | . | . | -0.1% | . | -22% | 4% | 1% | . | -5%
CCOC(=O)C(NC(C)=O)(OCc1ccccc1)C(F)(F)F (stereo not given) | 2% | 2% | -2.2% | 1 | 3% | 23% | -19% | -7.0% | -6%
Cc1cc(C)nc(NN2C(=O)/C(=C/c3ccc(O)cc3)SC2=S)n1 | 4% | 6% | -1.3% | 0.1 | 5% | 1% | 27% | -12% | 2%
CC(=O)c1ccc(Nc2nc3ccc(C)cc3n3cnnc23)cc1 | . | . | -0.6% | . | -7% | 13% | -13% | . | -3%
Cc1ccc(NC(=O)c2cccc(S(C)(=O)=O)c2)cc1 | 1% | 5% | -2.6% | 1.1 | -38% | -31% | 8% | -2.7% | -1%
Cc1ccc(S(=O)(=O)N2CCCC2)cc1C(=O)N1CCC(C)CC1 | . | . | 1.2% | . | -31% | 9% | 12% | . | -9%
COc1ccc(N2CCN(C(=O)CCc3ccc(S(=O)(=O)NC(C)C)cc3)CC2)cc1 | -3% | 14% | 3.0% | 1.1 | -21% | 2% | 12% | 0.6% | 0%
Cn1nnnc1SCCNCc1ccccc1OCc1ccccc1Cl | -6% | -6% | -7.1% | 1.2 | -12% | -270% | -1% | -8.5% | -10%
C/C=C\C=C\C(=O)N1CC2(CC(c3cccc(NC(=O)COc4ccc(Cl)cc4)c3)=NO2)C[C@H]1C(N)=O (stereo not given in full) | . | . | 6.1% | . | -5% | 1% | 18% | . | -3%
Cc1cccc(-n2c3nc(=O)[nH]c(=O)c-3cc3c(C)nn(-c4ccccc4)c32)c1 | 6% | -3% | 2.4% | 1.1 | 0% | 17% | 10% | 0.5% | -17%
O=C(c1ccc(N2C(=O)CCC2=O)cc1)N1CCOCC1 | 1% | 3% | 0.1% | 1.1 | 7% | 12% | -3% | -0.2% | -4%
COc1cc(NS(=O)(=O)c2ccc(OC)c(C)c2C)c(OC)cc1Cl | 14% | 8% | -0.6% | 1 | 43% | -1% | -124% | -5.6% | -3%
CC(=O)c1ccc(Nc2nc(N3CCOCC3)nc(N3CCOCC3)n2)cc1 | . | . | -0.7% | . | -2% | -11% | 32% | . | -4%

# Screening results deposited in PubChem by Sanford-Burnham Center for Chemical Genomics.
